Screens (PubChem BioAssay)
PGK inhibitor: T. brucei PGK inhibition; P07378; 380,000 tested, 0.043% active; Potency, µM (highest dose often 57.5 µM), inactives show at the top dose activity change, negative = inhibition, actives largely listed as inhibitors; AID 602233; PGK/GAPDH coupled, Kinase-Glo luminescence, 60 min; also: potency is read from the fitted curve at half-maximal effect; % is scaled to controls: 0 for no effect and ±100 for the full control effect; nearly all actives have a fitted effect of over 60% in size
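Recombinant glycosomal PGK reaction used 1,3-bisphosphoglycerate generated in-well by GAPDH (100nM final) in 100mM TEA pH 7.6, 5mM MgCl2, 0.01% Tween-20. After 60 minutes at room temperature, ATP was read by Kinase-Glo Plus luminescence end-point.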
Anesthetic bind: binds horse apoferritin like a general anesthetic | P02791 | AID 485281 | apoferritin/1-aminoanthracene competitive binding, fluorescence | 350,000 tested, 0.074% active | Potency, µM (doses to about 77.5 µM), for the others: at the highest dose activity change, negative = displacement, actives largely listed as inhibitors; also: potency is read from the fitted curve at half-maximal effect; % is scaled to controls: 0 for no effect and ±100 for the full control effect; nearly all actives have a fitted effect of over 20% in size
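Apoferritin-based anesthetic binding model; compound displacement of fluorescent 1-AMA measured as endpoint fluorescence after 10 minutes at room temperature, scaled to free-ligand and complex controls.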
Pol kappa inh: inhibitors of human DNA polymerase kappa | 400,000 tested, 0.53% active | purified Pol kappa, fluorescent DNA synthesis assay, 10 min | Q9UBT6 | Potency, µM (series often up to 107 µM), for inactives: top-dose activity, negative = inhibition, most hits filed as inhibitors | AID 588579; also: potency is read from the fitted curve at half-maximal effect; % is scaled to controls: 0 for no effect and ±100 for the full control effect
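First, compounds were pin-transferred onto 10 nM Pol kappa. After 15 min at room temperature, substrate was added to 50 nM final. Fluorescence was then measured kinetically at 0 and 10 min.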
POLI inh: blocks human DNA polymerase iota activity. Pol iota fluorescent replication assay, 10 min. Potency, µM (doses to about 115 µM), for the others: top-dose activity, negative = inhibition, actives largely listed as inhibitors. 390,000 tested, 1% active. AID 588590; also: potency is read from the fitted curve at half-maximal effect
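Fluorescent replication assay read twice, at 0 min and 10 min after adding 50 nM (final) substrate. Enzyme (10 nM) and compounds were first incubated 15 min at room temperature; enzyme-free buffer wells were negative controls.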
BLM inh: blocks DNA unwinding by human BLM helicase; P54132; recombinant BLM DNA unwinding, fluorescence dequenching; Potency, µM (doses to about 56.1 µM), without a hit: at the highest dose activity change, negative = inhibition, most hits filed as inhibitors; 350,000 tested, 0.2% active;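 also: potency is read from the fitted curve at half-maximal effect; plate controls were vehicle for no effect and no enzyme for full effect; nearly all actives have a fitted effect of over 35% in size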
Target sequence (P54132 whole entry, looked up): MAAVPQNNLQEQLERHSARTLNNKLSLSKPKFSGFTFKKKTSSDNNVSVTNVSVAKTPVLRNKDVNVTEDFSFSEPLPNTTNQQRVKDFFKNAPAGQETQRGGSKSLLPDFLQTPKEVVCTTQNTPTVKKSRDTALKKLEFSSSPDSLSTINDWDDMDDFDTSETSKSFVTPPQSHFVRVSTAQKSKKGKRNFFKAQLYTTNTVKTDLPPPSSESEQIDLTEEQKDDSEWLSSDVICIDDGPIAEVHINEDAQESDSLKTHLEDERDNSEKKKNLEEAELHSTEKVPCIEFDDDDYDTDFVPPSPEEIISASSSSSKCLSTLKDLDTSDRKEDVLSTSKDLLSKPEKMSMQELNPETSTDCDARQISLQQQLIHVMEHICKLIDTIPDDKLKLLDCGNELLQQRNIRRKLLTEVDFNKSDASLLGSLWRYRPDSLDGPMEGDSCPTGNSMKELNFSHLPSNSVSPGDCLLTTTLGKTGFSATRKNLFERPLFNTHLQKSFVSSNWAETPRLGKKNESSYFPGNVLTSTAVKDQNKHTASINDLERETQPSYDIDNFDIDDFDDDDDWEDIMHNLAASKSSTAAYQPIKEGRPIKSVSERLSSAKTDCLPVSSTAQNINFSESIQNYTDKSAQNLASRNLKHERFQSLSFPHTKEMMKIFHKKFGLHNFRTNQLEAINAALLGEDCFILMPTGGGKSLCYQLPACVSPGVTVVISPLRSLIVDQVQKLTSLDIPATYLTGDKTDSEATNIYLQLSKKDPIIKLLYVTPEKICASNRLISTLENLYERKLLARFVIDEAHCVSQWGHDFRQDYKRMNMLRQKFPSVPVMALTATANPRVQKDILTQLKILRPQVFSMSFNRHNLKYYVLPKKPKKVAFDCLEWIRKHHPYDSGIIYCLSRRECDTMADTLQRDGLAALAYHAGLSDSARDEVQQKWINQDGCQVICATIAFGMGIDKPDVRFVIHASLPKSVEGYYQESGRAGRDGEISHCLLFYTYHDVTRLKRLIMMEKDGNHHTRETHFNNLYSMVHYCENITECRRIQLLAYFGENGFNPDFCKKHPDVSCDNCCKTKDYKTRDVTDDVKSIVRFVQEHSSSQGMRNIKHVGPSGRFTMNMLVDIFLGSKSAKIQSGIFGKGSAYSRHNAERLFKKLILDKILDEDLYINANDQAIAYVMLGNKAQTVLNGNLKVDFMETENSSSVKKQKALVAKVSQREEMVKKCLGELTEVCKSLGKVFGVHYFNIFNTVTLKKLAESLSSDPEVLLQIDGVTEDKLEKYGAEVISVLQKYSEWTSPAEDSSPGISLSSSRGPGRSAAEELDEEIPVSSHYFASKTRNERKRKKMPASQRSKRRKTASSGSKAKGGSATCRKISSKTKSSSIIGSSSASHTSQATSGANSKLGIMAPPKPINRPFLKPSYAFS
POLB inh: DNA polymerase beta (human) inhibition; P06746; Potency, µM (series often up to 114 µM), without a hit: top-dose activity change, negative = inhibition, most hits filed as inhibitors; 340,000 tested, 1.3% active; Pol beta primer extension/strand displacement, fluorescence kinetic; also: potency is read from the fitted curve at half-maximal effect; % is scaled to controls: 0 for no effect and ±100 for the full control effect
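Reaction started by 50 nM substrate onto compound-treated Pol beta (10 nM, 15 min preincubation, room temperature); plates read at 0 min and 10 min. Normalized concentration-effect data fitted by four-parameter Hill equation.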
POLH inh: inhibitors of human DNA polymerase eta. AID 588591. Q9Y253. Potency, µM (top dose mostly 114 µM), without a hit: at the top dose activity change, negative = inhibition, usual class: inhibitors. recombinant Pol eta, fluorescent DNA replication assay. 390,000 tested, 1.2% active; also: potency is read from the fitted curve at half-maximal effect; % is scaled to controls: 0 for no effect and ±100 for the full control effect
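Pol eta at 10 nM preincubated with compounds 15 min at room temperature; reaction started with fluorescent substrate (50 nM final) and read kinetically at 0 and 10 min.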
APEX1 inh: inhibitors of human APE1 endonuclease; AID 2517; recombinant APE1, TAMRA/BHQ-2 abasic DNA cleavage fluorescence; P27695; 350,000 tested, 0.35% active; Potency, µM (doses to about 65.8 µM), inactives show at the top dose activity change, negative = inhibition, actives largely listed as inhibitors;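 also: potency is read from the fitted curve at half-maximal effect; plate controls were vehicle for no effect and reference inhibitor for full effect; nearly all actives have a fitted effect of over 55% in size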
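APE1 at 0.75 nM final was preincubated with compound 15 min at room temperature, then 50 nM double-stranded THF abasic-site substrate (5'-TAMRA/3'-BHQ-2) was added. Fluorescence (ex 525/em 598 nm) was read kinetically; third-minus-first read gave activity.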
RXFP1 antag: blocks the human relaxin receptor RXFP1 | HEK293-RXFP1, relaxin-stimulated cAMP HTRF, 30 min; hits give low values | Q9HBX9 | 350,000 tested, 0.59% active | AID 1259400 | activity change, negative = inhibition, % at 57.5 µM;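 active = activity change of -60% or lower, but not beyond a set lower limit; inconclusive = change between -60% and -40%, or beyond the set limit; inactive = change above -40%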; also: % is scaled to controls: 0 for no effect and ±100 for the full control effect
* = called active by the depositor; i = inactive; ? = inconclusive; . = not tested or not shown; [ ] = another dose, or the depositor's remark. Unless noted, calls follow the shape of the dose curve; as a rule, active = well fitted curve in the direction sought with a large enough effect; inconclusive = small, poorly fitted or top-dose-only effect, or another doubt; inactive = no such curve, though single readings can be large; an effect the other way counts as inactive or inconclusive. The list is partial (hit frequency here may not be typical).

Field names – A = PGK inhibitor; B = Anesthetic bind; C = Pol kappa inh; D = POLI inh; E = BLM inh; F = POLB inh; G = POLH inh; H = APEX1 inh; I = RXFP1 antag
COc1cc(C2NC(=O)NC(C)=C2C(=O)OCC2CCCCC2)cc(Cl)c1O (stereo not given)
  A = 0% | B = ? | C = -5% | D = 4% | E = -12% | F = -2% | G = -1% | H = -12% | I = -4

O=C(CN1CCN(S(=O)(=O)c2ccccc2)CC1)NCCc1ccccc1
  A = 3% | B = -8% | C = -11% | D = 2% | E = -1% | F = 0% | G = -3% | H = -13% | I = 1

CC1(CCC#N)N=C(SCCC#N)N(c2ccccc2)C1=O (stereo not given)
  A = -7% | B = -11% | C = -6% | D = 22% | E = 1% | F = 35% | G = 0% | H = -4% | I = -9

COc1ccc(C(CNC(=O)COc2ccccc2OC)N2CCCCC2)cc1 (stereo not given)
  A = -9% | B = -3% | C = -11% | D = ? | E = 1% | F = 5% | G = -2% | H = 19% | I = 16

Cc1cc(=O)oc2cc(OCCSCCN3CCCCC3)ccc12
  A = 6% | B = -3% | C = -31% | D = 0% | E = 26% | F = 3% | G = -4% | H = 1% | I = -11

O=C(Nc1cccc(O)c1)c1c(O)c2ccccc2[nH]c1=O
  A = i | B = -10% | C = 3% | D = 0% | E = -2% | F = -9% | G = -1% | H = 14% | I = -8

COc1ccccc1NC(=O)COC(=O)Cc1ccc(S(=O)(=O)N2CCCCC2)s1
  A = 2% | B = -13% | C = -9% | D = 23% | E = -10% | F = -6% | G = -22% | H = ? | I = -22

CC(=O)c1ccc(N2CCN(C(=O)c3cccs3)C(C)C2)c(F)c1 (stereo not given)
  A = -10% | B = -12% | C = -7% | D = -4% | E = -5% | F = 12% | G = -7% | H = 46% | I = 7

C=C(C)Cn1c(CNC(C)=O)nc2ccccc21
  A = -6% | B = 3% | C = 16% | D = 2% | E = 2% | F = 4% | G = -17% | H = -4% | I = .

CC(C)N(C(=O)CSc1nnnn1C1CCCC1)C(C)C
  A = -3% | B = ? | C = 2% | D = 41%[activator] | E = 0% | F = 24% | G = -15% | H = 1% | I = -3

O=C(COC(=O)CCC(=O)c1cccs1)NCc1ccc(Cl)cc1
  A = 4% | B = -12% | C = -12% | D = 19% | E = 2% | F = -2% | G = -1% | H = ? | I = 0

CCOC(=O)c1c(C)[nH]c(C)c1C(=O)CSc1nnc(N)s1
  A = 0% | B = -3% | C = -3% | D = 2% | E = -2% | F = 23% | G = -7% | H = 18% | I = -1

COc1ccc(C)cc1NC(=O)c1cc(S(=O)(=O)N2CCCCC2)ccc1N1CCOCC1
  A = 3% | B = . | C = -21% | D = -10% | E = . | F = . | G = -8% | H = 6% | I = 4

COc1ccc(C(=O)c2sc3nc(-c4ccccc4)ccc3c2N)cc1OC
  A = 13% | B = -18% | C = ? | D = ? | E = -17% | F = 13µM* | G = ? | H = -4% | I = 6

CC(C)C(OC(=O)c1ccco1)C(=O)NCc1ccccc1 (stereo not given)
  A = i | B = -2% | C = -7% | D = -6% | E = -4% | F = 3% | G = -11% | H = -9% | I = -9

Full records, quoted from the list. Values in the order: PGK inhibitor	Anesthetic bind	Pol kappa inh	POLI inh	BLM inh	POLB inh	POLH inh	APEX1 inh	RXFP1 antag
Shown for CCOC(=O)c1c(C)[nH]c(C)c1C(=O)CSc1nnc(N)s1 = 0%	-3%	-3%	2%	-2%	23%	-7%	18%	-1
Shown for CC1(CCC#N)N=C(SCCC#N)N(c2ccccc2)C1=O (stereo not given) = -7%	-11%	-6%	22%	1%	35%	0%	-4%	-9

Only RXFP1 antag and BLM inh, for two of the compounds above:
SMILES	RXFP1 antag	BLM inh
O=C(CN1CCN(S(=O)(=O)c2ccccc2)CC1)NCCc1ccccc1	1	-1%
COc1ccccc1NC(=O)COC(=O)Cc1ccc(S(=O)(=O)N2CCCCC2)s1	-22	-10%

Back to the main list with the two entries that preceded the break.
Field names – A = PGK inhibitor; B = Anesthetic bind; C = Pol kappa inh; D = POLI inh; E = BLM inh; F = POLB inh; G = POLH inh; H = APEX1 inh; I = RXFP1 antag
COc1ccc(C(=O)c2sc3nc(-c4ccccc4)ccc3c2N)cc1OC
  A = 13% | B = -18% | C = ? | D = ? | E = -17% | F = 13µM* | G = ? | H = -4% | I = 6

CC(C)C(OC(=O)c1ccco1)C(=O)NCc1ccccc1 (stereo not given)
  A = i | B = -2% | C = -7% | D = -6% | E = -4% | F = 3% | G = -11% | H = -9% | I = -9

O=C(c1ccccc1SCc1ccccc1)N1CCOCC1
  A = i | B = -1% | C = 4% | D = 91%[activator] | E = -1% | F = -27% | G = -14% | H = 1% | I = -14

Cc1ccc(S(=O)(=O)N(C)c2ccc(OC(C)C(=O)N(C)c3ccccc3)cc2)cc1 (stereo not given)
  A = -3% | B = . | C = -2% | D = -10% | E = . | F = . | G = -12% | H = 12% | I = -18

CCOc1cccc(C(=O)Nc2ccccc2C(=O)N2CCOCC2)c1
  A = 12% | B = -6% | C = -8% | D = 9% | E = -3% | F = 13% | G = -13% | H = -5% | I = 2

Cc1cc(C)n2c(SCC(=O)Nc3ncc(C(F)(F)F)cc3Cl)nnc2n1
  A = -7% | B = -19% | C = -6% | D = 9% | E = -6% | F = 16% | G = 3% | H = 0% | I = 14

O=C(NNc1ccccc1)c1ccccc1
  A = -8% | B = . | C = -2% | D = 12% | E = . | F = . | G = -6% | H = . | I = 0

CCOc1ccc(C(=O)NCC(C)NC(=O)c2ccc(OCC)cc2)cc1 (stereo not given)
  A = -7% | B = -7% | C = -1% | D = 15% | E = 6% | F = 59% | G = -12% | H = -8% | I = 3

O=C(NCCN1CCN(S(=O)(=O)c2ccc(F)cc2)CC1)C(=O)NCc1ccccc1
  A = 0% | B = -5% | C = 0% | D = 24% | E = -2% | F = 43% | G = -19% | H = 13% | I = -4
